DT40 TDP1 CPT: qHTS for Inhibitors of human tyrosyl-DNA phosphodiesterase 1 (TDP1): qHTS in cells in presence of CPT; chicken DT40 Tdp1-/-;hTDP1 cells + 20 nM CPT, ATP luminescence, 48 h; 420,000 tested, 12% active; Potency, µM (top dose mostly 46.2 µM), inactives show top-dose activity change, negative = growth inhibition, actives largely listed as inhibitors; AID 686979, 2013; further: nearly all actives have a fitted effect of over 55% in size
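Chicken DT40 Tdp1-/- cells stably complemented with human TDP1 were seeded at 400 cells/well in medium containing 20 nM camptothecin, exposed to pin-transferred compounds, and grown at 37 °C for at least 48 hr. Viability was read as ATP luminescence.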
FEN1 inhibitor: qHTS Assay for the Inhibitors of Human Flap endonuclease 1 (FEN1); Potency, µM (top dose mostly 114 µM), inactives show top-dose activity change, negative = inhibition, most hits filed as inhibitors; AID 588795, 2011; 390,000 tested, 0.35% active; Recombinant FEN1 flap cleavage, fluorescence, 15 min; further: nearly all actives have a fitted effect of over 65% in size
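Quantitative HTS format: each compound was titrated, incubated with 10 nM nuclease for 15 min at room temperature, then challenged with flap substrate at 50 nM final. Signal change over 15 min gave concentration–effect curves.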
GCN5L2 inh: qHTS Assay for Inhibitors of GCN5L2. Histone acetyltransferase KAT2A (Homo sapiens), Q92830. 390,000 tested, 0.21% active. Potency, µM (doses to about 58.9 µM), inactives show at the top dose activity change, negative = inhibition, hits mostly inhibitors. AID 504327, 2011. GCN5L2 HAT assay, ThioGlo1 CoA-SH fluorescence
Target sequence (Q92830 whole entry, looked up): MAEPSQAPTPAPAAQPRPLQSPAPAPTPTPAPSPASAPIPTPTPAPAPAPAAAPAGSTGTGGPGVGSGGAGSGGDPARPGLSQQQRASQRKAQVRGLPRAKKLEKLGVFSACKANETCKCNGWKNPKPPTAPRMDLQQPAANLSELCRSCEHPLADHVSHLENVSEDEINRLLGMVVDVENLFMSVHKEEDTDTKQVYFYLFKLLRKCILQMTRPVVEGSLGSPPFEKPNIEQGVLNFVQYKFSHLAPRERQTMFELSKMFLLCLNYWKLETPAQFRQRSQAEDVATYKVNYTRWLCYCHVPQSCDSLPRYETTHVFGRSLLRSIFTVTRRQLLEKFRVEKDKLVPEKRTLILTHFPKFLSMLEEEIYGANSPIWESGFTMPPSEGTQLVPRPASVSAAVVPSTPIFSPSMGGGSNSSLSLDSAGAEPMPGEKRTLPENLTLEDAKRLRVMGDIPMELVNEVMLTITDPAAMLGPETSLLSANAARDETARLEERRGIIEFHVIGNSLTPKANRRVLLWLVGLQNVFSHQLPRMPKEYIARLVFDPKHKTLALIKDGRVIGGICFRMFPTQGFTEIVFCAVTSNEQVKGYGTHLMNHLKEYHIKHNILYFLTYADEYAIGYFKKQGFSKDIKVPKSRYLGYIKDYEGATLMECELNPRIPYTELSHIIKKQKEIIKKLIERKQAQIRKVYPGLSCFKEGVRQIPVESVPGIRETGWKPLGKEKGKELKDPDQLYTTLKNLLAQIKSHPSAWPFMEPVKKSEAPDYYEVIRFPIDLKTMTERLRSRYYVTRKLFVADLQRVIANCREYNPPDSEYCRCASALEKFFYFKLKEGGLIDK
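Fluorescence readout, Ex340nm/Em540nm: ThioGlo1 (50uM final) reacts with free CoA thiol released as 20nM GCN5L2 acetylates H3(1-25) peptide (75uM) using acetyl-CoA (70uM). Compound and enzyme sat 15 min beforehand; 20 min room-temperature reaction.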
An asterisk follows results filed as active; u = inconclusive; x = no result given; & = joins results of further samples; [ ] = dose if it differs, or a comment. The call rests on the fitted dose curve; in most records, active means well fitted curve in the direction sought with a large enough effect; inconclusive means small, poorly fitted or top-dose-only effect, or another doubt; inactive means no such curve, though single readings can be large; an effect the other way counts as inactive or inconclusive. On the % scale 0 is the no-effect control and ±100 the full control effect; potency means the concentration at half of the fitted maximal effect. Not all compounds are listed. The share of hits here may be higher or lower than overall.

(1) Cc1noc(C)c1S(=O)(=O)Nc1ccc2c(c1)C(=O)N([C@H](C)CO)C[C@H](C)[C@@H](CN(C)S(=O)(=O)c1ccccc1)O2
(2) O=S(=O)(c1ccc(Br)s1)N1CCC2(CC1)OCCO2
(3) O=C(N/N=C/c1ccc(O)c([N+](=O)[O-])c1)C1CC1(c1ccccc1)c1ccccc1 (configuration not stated)
(4) CC(C(=O)N/N=C/c1ccc(N(C)C)c(Br)c1)N(c1ccccc1)S(C)(=O)=O (configuration not stated)
(5) COc1ccccc1CNC(=O)CCCn1c(=O)c2ccccc2n(Cc2ccccc2F)c1=O
(6) CCN1C(=O)/C(=C\c2cn(CCC#N)nc2-c2ccc(F)cc2)SC1=S
(7) Cc1cc(=O)n(CC(=O)Nc2cc(Cl)ccc2C)c(C(C)C)n1
(8) Cn1c(CNC(=O)CCNC(=O)c2cccc(F)c2)cc(=O)n(C)c1=O
assay / compound	1	2	3	4	5	6	7	8
FEN1 inhibitor	-13%	-9%	-4%	-10%	13%	-22%	18%	0%
DT40 TDP1 CPT	0%	-11%	30%	u	9.2µM*	u	-13%	-9%
GCN5L2 inh	-7%	-2%	-2%	-4%	-4%	-15%	-2%	-15%

(9) CCc1cccc(NC(=O)C2CCN(C(=O)c3cnn(-c4ccccc4)c3-n3cccc3)CC2)c1
(10) C=CCNC(=S)/N=c1/scc(C)n1C
(11) N#Cc1ccccc1S(=O)(=O)N1CCN(C(=O)[C@@H]2CCCN2C(=O)c2cccs2)CC1
(12) O=C(Nn1cnnc1)c1csc2ccccc12
(13) CNc1nc(-c2c(C)n(C)c3ccc(OC)cc23)cs1
(14) CC(=O)Nc1ccc(S(=O)(=O)NC2(C(F)(F)F)NC(=O)N(c3ccc(Cl)cc3)C2=O)cc1 (configuration not stated)
(15) CCOC(=O)/C(=C/c1ccc(OC)cc1)NC(=O)c1ccco1
(16) COc1ccc(-n2cc3c(c2-c2cccc(Br)c2)c(=O)n(C)c(=O)n3C)cc1OC
assay / compound	9	10	11	12	13	14	15	16
FEN1 inhibitor	-14%	-12%	0%	6%	-12%	-5%&-1%	-5%	23%
DT40 TDP1 CPT	21µM*	-29%	-2%	-1%	1%	0%&0%	-24%	21µM*
GCN5L2 inh	-11%	4%	-3%	-8%	25%	7%&-5%	0%	-4%

(17) CC(=O)Nc1ccccc1/C=C/c1ccc2c(C)cc(C)c(O)c2n1
(18) Cc1ccc(NC(=O)CN2C(=O)N/C(=C/c3cc(C)n(-c4cccc(C(=O)O)c4)c3C)C2=O)cc1
(19) CC(C)NS(=O)(=O)c1ccc(CCC(=O)Nc2ccc3c(c2)OCCO3)cc1
(20) CCOc1ccc(CCNC(=O)CCn2cccc2)cc1OCC
(21) CCOC(=O)c1c(S(=O)(=O)NCC(C)c2ccccc2)c(C)n(C)c1C (configuration not stated)
(22) COc1ccc(-n2c(SCC(=O)Nc3nccs3)nc3c(c2=O)SCC3)cc1
(23) C/C(Cc1ccccc1)=N\NC(=O)CNC(=O)c1ccccc1Cl
(24) O=C(O)c1ccc2c(c1)C(=O)N(c1nccs1)C2=O
assay / compound	17	18	19	20	21	22	23	24
FEN1 inhibitor	3%	-3%	-4%	-8%	10%	1%	2%	-2%
DT40 TDP1 CPT	u	2%	-12%	-11%	-13%	0%	-4%	0%
GCN5L2 inh	63%[activator]	u	18%	-3%	-4%	-6%	1%	-15%

Entries of single compounds, looked up by structure.
`CC(=O)Nc1ccccc1/C=C/c1ccc2c(C)cc(C)c(O)c2n1` as listed: FEN1 inhibitor: 3%; DT40 TDP1 CPT: u; GCN5L2 inh: 63%[activator]
`COc1ccc(-n2c(SCC(=O)Nc3nccs3)nc3c(c2=O)SCC3)cc1` as listed: FEN1 inhibitor: 1%; DT40 TDP1 CPT: 0%; GCN5L2 inh: -6%
`O=C(O)c1ccc2c(c1)C(=O)N(c1nccs1)C2=O` as listed: FEN1 inhibitor: -2%; DT40 TDP1 CPT: 0%; GCN5L2 inh: -15%

Further records
(25) Cc1ccccc1NC(=O)Cc1nnc(SCC(=O)N2CCOCC2)n1C
(26) COc1ccc(N(C)C(=O)c2cc3c(s2)-c2c(C)cccc2OC3)c(OC)c1
(27) COc1ccc(-c2nnc(CSc3nc4ccccc4c(=O)n3C)o2)cc1OC
(28) CCCCN(CCC(=O)O)c1ccc(/C=C/c2ccnc3ccccc23)cc1
(29) O=C(c1ccccc1)N1CCN(c2ncnc3c2cnn3-c2ccccc2)CC1
(30) O=C(c1ccc([N+](=O)[O-])cc1)N1CCN(c2ncccn2)CC1
(31) CC(NC(=O)CCC(=O)NC(C)c1ccccc1)c1ccccc1 (configuration not stated)
(32) CC(=C1C(=O)c2ccccc2C1=O)N1CCN(CCN=CC2=C(O)CC(C)(C)CC2=O)CC1
assay / compound	25	26	27	28	29	30	31	32
FEN1 inhibitor	11%	-25%&4%	-22%	-17%	-8%	5%	17%	-7%
DT40 TDP1 CPT	10%	u	15µM*	5.6µM*	23µM*	-6%	-1%	3%
GCN5L2 inh	-13%	u	-10%	x	-10%	x	-9%	-4%

(33) COC(=O)C1=C(C)N(c2ccc(C)c(C)c2)/C(=C/c2ccc(O)cc2)C1=O
(34) CC(C)c1ccc(/C=N\NC(=O)c2ccc(Cn3cccn3)o2)cc1
(35) CCCCN(C)CCNC(=O)C1CCCN(S(=O)(=O)c2ccc3c(c2)oc(=O)n3C)C1 (configuration not stated)
(36) CN(Cc1ccccc1)C(=O)c1ncn(Cc2ccccc2)c1C(=O)N(C)Cc1ccccc1
(37) COc1cc(C)c(NC(=S)Nc2ccc(C)c(Cl)c2)cc1OC
(38) O=C1CC(c2ccccc2)CC(O)=C1C=NCc1ccc(Cl)c(Cl)c1 (configuration not stated)
(39) CC1CCCCN1C(=O)CCC(=O)Nc1nnc(C(F)(F)F)s1 (configuration not stated)
(40) CCOc1ccc(CNC(=O)C2CC(=O)N(C3CCCC3)C2)cc1OC (configuration not stated)
assay / compound	33	34	35	36	37	38	39	40
FEN1 inhibitor	3%	1%	-1%	2%	10%	-2%	-1%	5%
DT40 TDP1 CPT	3%	-9%	-23%	u	0%	-8%	-21%	-3%
GCN5L2 inh	-7%	-5%	3%	-3%	2%	-16%	-1%	-5%

(41) CCOC(=O)c1ccccc1NC(=O)c1nn(-c2ccc(C)cc2)c(=O)n(C)c1=O
(42) CCOc1ccc(CNC(=O)Cn2cc3c(n2)-c2c(oc(C(=O)N4CCOCC4)c2C)CC3)cc1
(43) Cc1nn(-c2ccccc2)c(C)c1NC(=O)CCl
(44) O=C(O)c1cccc2c1C(=O)c1ccc(-c3ccc(F)cc3OCc3ccccc3)cc1S2(=O)=O
(45) N#CC(C(=O)NCCc1ccccc1)c1nc2ccccc2nc1N1CCOCC1 (configuration not stated)
(46) O=C(CN1C(=O)NC2(CCCC2)C1=O)N1CCN(S(=O)(=O)c2ccccc2)CC1
(47) CN(Cc1ccccc1)C(=O)C1CCN(S(=O)(=O)c2ccc(-n3cnnn3)cc2)CC1
(48) Cc1ccc(-c2n[nH]c3c2C(c2cccc(O)c2)N(c2ccc(C(=O)O)cc2)C3=O)cc1 (configuration not stated)
assay / compound	41	42	43	44	45	46	47	48
FEN1 inhibitor	15%	-13%	-12%	-15%	-11%	11%	-2%	10%&4%
DT40 TDP1 CPT	u	u	u	1%	16µM*	u	5%	3%&6%
GCN5L2 inh	-5%	-1%	-11%	22µM*	1%	-3%	-3%	11%&-5%

(49) O=C(COC(=O)c1ccc(Br)c(S(=O)(=O)N2CCOCC2)c1)NCCc1ccccc1
(50) O=C(CCc1ccccc1)NNC(=O)Cc1ccccc1
(51) COCCN(CCOC)C(=O)c1ccc(CSc2nc3ccccc3s2)cc1
(52) O=C(CSc1nnc(Cc2ccc3c(c2)OCO3)n1C1CCCCC1)NC1CCCC1
(53) Cc1ccc(-n2nc(-c3ccc(OC(F)(F)F)cc3)cc2N)cc1C
(54) O=C(Nc1ccc(N2CCN(Cc3ccccc3Cl)CC2)cc1)c1cccnc1
(55) COc1ccc(OCc2ccc(-c3nc(C#N)c(NC(C)c4ccccc4)o3)o2)cc1 (configuration not stated)
(56) COC(=O)c1cccc(Nc2c(-c3ccc(O)c(OC)c3)nc3nc[nH]n23)c1
assay / compound	49	50	51	52	53	54	55	56
FEN1 inhibitor	4%	17%	2%	7%	-21%	-4%	8%	-7%
DT40 TDP1 CPT	4%	-3%	u	-25%	6%	-4%	-11%	u
GCN5L2 inh	-1%	2%	-1%	2%	u	-4%	-3%	-3%

(57) Cc1ccc(C)c(CN2C(=O)c3ccccc3Sc3ccc(C(=O)NCCCOC(C)C)cc32)c1
(58) CCc1ccccc1NC(=O)c1cnc2scc(C)n2c1=O
(59) COc1ccc(NC(=O)N(C)C[C@H]2Oc3ccc(NS(=O)(=O)c4cn(C)cn4)cc3C(=O)N([C@H](C)CO)C[C@@H]2C)cc1
(60) CC1CCN(CCCNC(=O)C2CCN(S(=O)(=O)N3CCCCC3)CC2)CC1
(61) Cc1ccccc1Cc1c(C)nc2nc(SCC(=O)NCCc3ccc(Cl)cc3)nn2c1C
(62) O=C(c1cccc(Cl)c1)N1CCN(C(=O)c2ccccc2F)CC1
(63) S=C(Nc1ccc(CN2CCCCC2)cc1)Nc1cccc(Cl)c1Cl
(64) Cn1c(/C=C/c2ccc(Br)cc2)c([N+](=O)[O-])c(=O)n(C)c1=O
assay / compound	57	58	59	60	61	62	63	64
FEN1 inhibitor	-21%	-6%	-7%	0%	4%	-4%	4%	-6%
DT40 TDP1 CPT	u	u	-5%	-22%	16µM*	-28%	u	8.2µM*
GCN5L2 inh	0%	-7%	x	-2%	-9%	-5%	-1%	1%

(65) COc1ccc(-c2csc(NC(C)c3nc4cc(Cl)c(N5CCCCC5)cc4n3CCOCCO)n2)cc1 (configuration not stated)
(66) CCOc1cc(C=O)ccc1OCCn1c([N+](=O)[O-])cnc1C
(67) C=CCNC(=O)CN(c1ccc(F)cc1)S(=O)(=O)c1ccc(OC)cc1
(68) CC(C)(C)OC(=O)NCCCCCNC(=O)c1[nH]cnc1C(=O)Nc1ccon1
(69) O=C(CCC1CCCC1)N[C@@H](Cc1ccc(O)cc1)C(=O)O
(70) CCc1c(O)nc(SCC(=O)N2CCCCC2)n(-c2ccccc2C)c1=O
(71) CO/N=C(/C(=O)N[C@H]1C(=O)N2C(C(=O)O)=C(COC(C)=O)CSC12)c1csc(N)n1 (some centres not stated)
(72) O=C(COC(=O)CC1c2ccccc2CCN1S(=O)(=O)c1ccc(F)cc1)Nc1ccccc1 (configuration not stated)
assay / compound	65	66	67	68	69	70	71	72
FEN1 inhibitor	-11%	-7%	-16%	-13%	11%	-2%	x	11%
DT40 TDP1 CPT	13µM*	4%	-6%	u	-7%	-14%	-3%	u
GCN5L2 inh	x	-3%	6%	-10%	2%	5%	-5%	-7%

Structures shown so far containing a furan ring, fused or not:
(15) CCOC(=O)/C(=C/c1ccc(OC)cc1)NC(=O)c1ccco1
(34) CC(C)c1ccc(/C=N\NC(=O)c2ccc(Cn3cccn3)o2)cc1
(42) CCOc1ccc(CNC(=O)Cn2cc3c(n2)-c2c(oc(C(=O)N4CCOCC4)c2C)CC3)cc1
(55) COc1ccc(OCc2ccc(-c3nc(C#N)c(NC(C)c4ccccc4)o3)o2)cc1 (configuration not stated)
assay / compound	15	34	42	55
FEN1 inhibitor	-5%	1%	-13%	8%
DT40 TDP1 CPT	-24%	-9%	u	-11%
GCN5L2 inh	0%	-5%	-1%	-3%

(more compounds)
(73) CC(C)Cn1c(SCC(=O)NCCCN2CCCC2=O)nc2ccccc21
(74) COc1cc(C(C(=O)NC(C)(C)C)N(C(=O)CNC(=O)c2cccs2)c2ccc(C(C)C)cc2)cc(OC)c1OC (configuration not stated)
(75) O=c1c(-c2ccccc2)coc2cc(O)cc(O)c12
(76) O=C(/C=C/c1cccc([N+](=O)[O-])c1)NCCc1ccc(F)cc1
assay / compound	73	74	75	76
FEN1 inhibitor	-1%	-3%	x	-4%
DT40 TDP1 CPT	11%	0%	-4%	u
GCN5L2 inh	0%	-10%	28µM*	-5%

Copied from the list:
FEN1 inhibitor with O=C(/C=C/c1cccc([N+](=O)[O-])c1)NCCc1ccc(F)cc1 reads -4%
FEN1 inhibitor with COc1cc(C(C(=O)NC(C)(C)C)N(C(=O)CNC(=O)c2cccs2)c2ccc(C(C)C)cc2)cc(OC)c1OC (configuration not stated) reads -3%
